Screens deposited in PubChem by National Center for Advancing Translational Sciences (NCATS).
S-ASM inh – Inhibitors of Secretory Acid Sphingomyelinase (S-ASM): qHTS. Sphingomyelin phosphodiesterase (Homo sapiens), P17405. placental ASM, HMU-PC fluorogenic substrate, 60 min. Potency, µM (top dose mostly 57.5 µM), inactives show at the highest dose activity change, negative = inhibition, most hits filed as inhibitors. 0.006% of 340,000 active; also: potency is read from the fitted curve at half-maximal effect
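Fluorogenic HMU-PC substrate (9 uM final) is turned over by placental ASM in 60 min at 37 C after a 10 min compound preincubation. Reaction ended by alkaline stop (pH 10), with fluorescence read at 386/447 nm.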
Menin-MLL TR inh – qHTS Assay for Inhibitors Targeting the Menin-MLL Interaction in MLL Related Leukemias: Competition With Texas Red Labeled MLL-derived Mutant Peptide; Menin + Texas Red MLL mutant peptide, fluorescence polarization; Potency, µM (top dose mostly 61.6 µM), for inactives: top-dose FP activity change, negative = inhibition, hits mostly inhibitors; 0.23% of 270,000 active; active = well fitted inhibition curve with a large enough effect in the polarisation, with a control signal flat, not every such curve was filed as active; inconclusive = small, poorly fitted or top-dose-only effect, or effect the other way, or a change in a side signal; inactive = no such curve, though single readings can be large or run the other way; the % refers to the polarisation; also: potency is read from the fitted curve at half-maximal effect; % of control where 0% means no effect; many of its hits are not listed in these tables
MBNL1-CUG inh – qHTS Assay for Inhibitors of MBNL1-poly(CUG) RNA binding; Muscleblind-like protein 1 (Homo sapiens), Q9NR56; TR-FRET MBNL1-His/biotin-(CUG)12 binding, 665/545 ratio; Potency, µM (titrated, usually from 57.5 µM), for inactives: at the top dose activity change, negative = inhibition, usual class: inhibitors; 0.036% of 280,000 active; active = well fitted inhibition curve with a large enough effect in the signal ratio, with a control signal flat, not every such curve was filed as active; inconclusive = small, poorly fitted or top-dose-only effect, or effect the other way, or a change in a side signal; inactive = no such curve, though single readings can be large or run the other way; the % refers to the signal ratio; also: potency is read from the fitted curve at half-maximal effect; % is scaled to controls: 0 for no effect and ±100 for the full control effect
Target sequence (Q9NR56 whole entry, looked up): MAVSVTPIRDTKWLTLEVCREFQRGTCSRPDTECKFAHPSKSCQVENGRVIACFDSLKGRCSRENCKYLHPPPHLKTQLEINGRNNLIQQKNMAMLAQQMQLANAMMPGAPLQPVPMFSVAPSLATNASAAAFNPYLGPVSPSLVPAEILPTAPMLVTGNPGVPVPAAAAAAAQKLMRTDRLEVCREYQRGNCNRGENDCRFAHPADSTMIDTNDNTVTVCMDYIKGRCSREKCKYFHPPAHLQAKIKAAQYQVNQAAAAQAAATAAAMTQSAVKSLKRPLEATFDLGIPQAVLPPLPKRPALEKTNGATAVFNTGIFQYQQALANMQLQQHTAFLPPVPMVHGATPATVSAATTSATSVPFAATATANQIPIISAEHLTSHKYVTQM
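Compounds (final 92 nM to 58 uM) are added to His-tagged MBNL1 and biotin-(CUG)12, then terbium anti-His antibody and streptavidin-XL665 (5 nM final). After 60 min at room temperature, the 665/545 nm ratio is read.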
Mito fusion yeast – qHTS Assay for Small Molecule Inhibitors of Mitochondrial Division or Activators of Mitochondrial Fusion | S. cerevisiae fusion-defective mutant growth rescue, CellTiterGlo 48 h | Potency, µM (titrated, usually from 46.1 µM), for the others: top-dose growth rescue (activation), usual class: activators | 0.23% of 320,000 active;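 also: potency is read from the fitted curve at half-maximal effect; % of control where 0% means no effect; nearly all actives have a fitted effect of over 45% in size; temperature-sensitive fusion mutants such as fzo1-1 at 37 °C on non-fermentable ethanol glycerol medium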
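Luminescent cell viability in 1536-well qHTS format served as the measure of rescued growth in ts fusion-mutant S. cerevisiae cultured on non-fermentable YPEG for 48 hours at 37C.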
a7 integrin act – qHTS for Activators of Integrin-Mediated Alleviation for Muscular Dystrophy; alpha7betagal myoblasts, beta-gal FDG fluorescence, 48 h; Potency, µM (doses to about 38.3 µM), inactives show at the highest dose activation, usual class: activators; 0.064% of 350,000 active;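 also: potency is read from the fitted curve at half-maximal effect; 100% = response of the positive control SU9516; nearly all actives have a fitted effect of over 60% in size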
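Alpha7betagal+/- myoblasts (passage 13) were plated 16-24 hr, then exposed to compounds (1:260 dilution of DMSO stock) for 48 hours at 37C. After MPER lysis, β-galactosidase reporter activity was read as FDG fluorescence (ex 480/em 540) after 30 minutes.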
TSHR antagonist – Antagonists of the Thyroid Stimulating Hormone Receptor: HTS campaign; Thyrotropin receptor (Homo sapiens), P16473; TSHR-expressing cells, TSH-stimulated cAMP HTRF, 2 h; active compounds read low; activity change, negative = inhibition, % at 11.5 µM; 0.2% of 330,000 active; AID 504810, 2011;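 active = activity change below a set negative limit, meaning inhibition stronger than a set level, cut at about -70% in these data; inconclusive = activity change between two set negative limits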; also: % is scaled to controls: 0 for no effect and ±100 for the full control effect
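Competitive HTRF cAMP read-out (cryptate anti-cAMP antibody, cAMP-d2; 30 min, room temperature) in freshly harvested TSHR cells. Compounds added before TSH at EC80 (4nM final), followed by 2 hours' incubation at 37 deg C.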
TSG101-PTAP inh – qHTS Assay for Iinhibitors of HIV-1 Budding by Blocking the Interaction of PTAP/TSG101; Tumor susceptibility gene 101 protein (Homo sapiens), Q99816; Fluorescence polarization, FITC-PTAP peptide / Tsg101 binding; Potency, µM (doses to about 115 µM), for inactives: top-dose activity change, negative = inhibition, usual class: inhibitors; 340,000 tested, under 10 active; AID 493005, 2010; active = well fitted inhibition curve with a large enough effect in the main read-out, with a control signal flat, not every such curve was filed as active; inconclusive = small, poorly fitted or top-dose-only effect, or effect the other way, or a change in a side signal; inactive = no such curve, though single readings can be large or run the other way; also: potency is read from the fitted curve at half-maximal effect; % of control where 0% means no effect
Target sequence (Q99816 whole entry, looked up): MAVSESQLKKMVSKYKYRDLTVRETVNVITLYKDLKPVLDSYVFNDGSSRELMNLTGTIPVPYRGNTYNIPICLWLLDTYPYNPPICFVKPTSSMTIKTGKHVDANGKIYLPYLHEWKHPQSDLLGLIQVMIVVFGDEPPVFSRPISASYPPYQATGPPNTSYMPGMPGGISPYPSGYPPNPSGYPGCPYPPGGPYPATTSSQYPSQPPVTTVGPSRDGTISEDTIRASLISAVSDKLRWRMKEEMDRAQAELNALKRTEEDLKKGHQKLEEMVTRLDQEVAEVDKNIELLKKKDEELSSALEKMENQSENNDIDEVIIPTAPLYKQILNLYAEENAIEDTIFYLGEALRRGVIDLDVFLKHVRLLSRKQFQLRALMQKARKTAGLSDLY
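Fluorescence polarization binding of Tsg101 binding domain (10 uM final) to FITC-labeled PTAP peptide (50 nM final) in HEPES pH 7.5 buffer with NaCl, Tween 20, EDTA, TCEP. Compounds added before peptide; binding 20 min at RT.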
AT treatment – qHTS Assay for Identifying a Potential Treatment of Ataxia-Telangiectasia. […] A-T fibroblasts, KAP-1 phosphorylation AlphaLISA; neocarzinostatin DNA damage 30 min before lysis. AID 485349, 2010. 0.19% of 320,000 active. Potency, µM (highest dose often 57.5 µM), for inactives: top-dose activation, usual class: activators; also: potency is read from the fitted curve at half-maximal effect; % of control where 0% means no effect; nearly all actives have a fitted effect of over 45% in size
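ATM-like activity read as KAP-1 phosphorylation via AlphaLISA donor/acceptor antibody pairs after lysis and 6 hr at 25C. Cells were ATM-null patient fibroblasts ([…], hTERT), dosed 60 min, then exposed to the DSB inducer NCS for 30 min.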
MLL CXXC-DNA inh – qHTS Fluorescence Polarization Assay for Inhibitors of MLL CXXC domain - DNA interaction. Histone-lysine N-methyltransferase 2A (Homo sapiens), Q03164. MLL-CXXC / FITC-HOXA9 DNA fluorescence polarization. Potency, µM (titrated, usually from 115 µM), for the others: top-dose activity change, negative = inhibition, actives largely listed as inhibitors. 0.037% of 290,000 active. AID 2662, 2010; active = well fitted inhibition curve with a large enough effect in the polarisation, with a control signal flat, not every such curve was filed as active; inconclusive = small, poorly fitted or top-dose-only effect, or effect the other way, or a change in a side signal; inactive = no such curve, though single readings can be large or run the other way; the % refers to the polarisation; also: potency is read from the fitted curve at half-maximal effect
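Fluorescence polarization: 7 uM MLL-CXXC (stock) preincubated 5 min with compounds, then 50 nM fluorescein-HOX-A9 DNA (stock) added; 30 min ambient. Buffer 50 mM Tris-HCl pH 7.5, 50 mM NaCl, 1 mM DTT, 0.05% BSA.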
TCR activator – Activators of T cell receptors: qHTS campaign. primary human leukocytes, anti-CD3, IL-2 HTRF, 48 h. Potency, µM (doses to about 9.22 µM), for inactives: at the top dose activation of IL-2 secretion, usual class: activators. 330,000 tested, under 10 active. AID 504894, 2011; also: % of control where 0% means no effect
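Readout: HTRF IL-2, Eu-cryptate/d2 antibody pair, 320nm excitation, 665nm emission. Stimulus: a-CD3 beads, no co-stimulation. Cells: primary human leukocytes. Exposure: 48 hr with compound.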
Starred values were filed as active, the others as inactive; ? = inconclusive; / = no result given; [ ] = another dose, or the depositor's remark. Unless noted, calls follow the shape of the dose curve; as a rule, active = well fitted curve in the direction sought with a large enough effect; inconclusive = small, poorly fitted or top-dose-only effect, or another doubt; inactive = no such curve, though single readings can be large; an effect the other way counts as inactive or inconclusive.

Structure,MLL CXXC-DNA inh,AT treatment,Menin-MLL TR inh,S-ASM inh,TSHR antagonist,MBNL1-CUG inh,TCR activator,Mito fusion yeast,a7 integrin act,TSG101-PTAP inh
CCN(C(=O)CCCC(=O)N(CC)c1ccccc1)c1ccccc1,-6%,1%,-2%,3%,6,-6%[11.5 µM],-3%[46.1 µM],28%,-1%,0%
COc1cccc(NC(=O)N2CCCC(C(=O)NC3CCCCC3C)C2)c1 (centres undefined),5%,-6%,-22%,5%,12,-7%,1%,3%,9%,1%
O=C(Cc1ccccc1)NCC(=O)OCC(=O)c1ccc(Cl)cc1,-1%,4%,/,-2%,-2,5%,-1%,3%,0%,-1%
COc1cc(C(=S)N2CCCC2)cc(Cl)c1OCC(=O)Nc1ccc(C)cc1C,12%,-3%,-9%,-1%,-2,1%,-10%,24%,27%,-5%
CCc1ccc(C2CC(c3ccc(C)cc3)Nc3nc(N)nn32)cc1 (centres undefined),16%,3%,-14%,12%,-7,-4%,-3%[46.1 µM],-10%,-4%,-1%
O=C(NCc1ccco1)c1csc2c1CCCC2,-9%,-4%,-5%,2%,-4,-6%,0%,1%,-28%,-2%
CCN(CC(=O)NCc1ccc(Cl)cc1)C(=O)COc1cccc(Cl)c1,/,4%,/,-4%,0,/,10%,-2%,7%,-1%
CCOC(=O)C(=O)Nc1ccccc1C#N,14%,/,-6%,1%,-13,?,-2%[46.1 µM],-6%,13%,-5%
CC(C)C(=O)n1nc(-c2cccnc2)nc1NCc1ccc(F)cc1,10%,0%,-13%,-1%,2,5%,-10%,-13%,31%,-1%
CC(/C=C/c1ccccc1)=N\NC(=O)c1ccncc1,-3%,4%,8%,-1%,13,15%,0%,-2%,-24%,-7%
CCN(CC)CCNC(C(=O)Nc1cccc(C(C)=O)c1)c1ccccc1 (centres undefined),10%,10%,-5%,6%,4,-28%,7%,-6%,0%,-2%
CC(=O)c1ccc(NC(=O)CN2CCCCCC2)cc1,9%,-4%,-20%,-1%,0,-3%,10%,14%,?,-8%
CCCn1c(C)cc(/C=C(\C#N)C(=O)OCC(=O)NC(=O)NCC)c1C,9%,-1%,/,74%,-4,47%[activator],-9%,4%,10%,-3%
CCNC(=O)COC(=O)COc1ccc(Cl)cc1C,-1%,14%,-2%,3%,-6,0%,-7%,1%,10%,-2%
CN(C)/C=C1\C=C(c2ccccc2)OC1=O,-2%,5%,/,-6%,-4,-10%,2%,-3%,-7%,1%
CC(=O)c1ccc(NC(=S)NN2C(C)CCCC2C)cc1 (centres undefined),4%,4%,-5%,-1%,10,-7%,-8%,-2%,13%,2%
Cc1ccc(C(C[N+](=O)[O-])c2c(N)n(C)c(=O)n(C)c2=O)cc1 (centres undefined),0%,10%,/,-1%,4,-2%,4%,-9%,?,-4%
Fc1ccc(CNCc2ccccc2C(F)(F)F)cc1,-9%,4%,3%,0%,-3,15%[11.5 µM],-1%[46.1 µM],-1%,29%,-1%
Cc1cc(C)n2nc(C(=O)OCC(=O)NCc3ccc(Cl)cc3)nc2n1,/,20%,/,0%,0,/,3%,-12%,33%,0%
CCCCN(C(=O)c1cc(S(=O)(=O)N2CCOCC2)ccc1Cl)c1c(N)n(CC(C)C)c(=O)[nH]c1=O,/,2%,/,1%,-3,/,-3%,3%,-10%,-3%
O=[N+]([O-])c1ccc2nc(N3CCCC3)sc2c1,14%,9%,-19%,-3%,-6,?,0%,0%,9%,-1%
CC(=O)c1ccc(NC(=S)N2CCN(S(=O)(=O)c3ccc(F)cc3)CC2)cc1,2%,1%,39%[activator],0%,8,-2%,1%,1%,?,-7%
Cc1cc(C)nc(N/N=C/c2ccc(Cl)cc2)n1,7%,-1%,/,0%,12,6%,2%,0%,1%,-1%
CCOC(=O)CSc1ncnc2c1c(-c1ccccc1)cn2-c1ccc(OC)cc1,1%,-5%,-4%,-6%,-18,2%,2%[46.1 µM],20%,-25%,-1%
COc1cc(/C=C2/NC(=O)NC2=O)ccc1OCC(=O)Nc1ccc(F)cc1,-7%,16%,/,9%,-6,5%,-8%,-1%,14%,-3%
Cc1csc(SCC(=O)N(C)C2CCS(=O)(=O)C2)n1 (centres undefined),/,5%,/,2%,-5,/,-9%,-7%,16%,-6%
COc1ccc(N(CC(=O)NN=C2CCCC2)S(=O)(=O)c2ccccc2)cc1Cl,12%,-3%,-12%,7%,4,/,2%[46.1 µM],-4%,-18%,-1%
O=C(c1ccccc1)N1CCN(C(=O)c2cc3ccccc3o2)CC1,-4%,-1%,-29%,-2%,-2,2%,1%,1%,13%,0%
CCN(C(=O)C(C)OC(=O)c1nn(-c2ccccc2C(F)(F)F)cc1O)c1ccccc1 (centres undefined),/,-13%,/,0%,14,/,-25%[46.1 µM],/,-22%,0%
CC(=O)NS(=O)(=O)c1ccc(NC(=O)[C@@H]2CCCN2S(=O)(=O)c2ccc(Cl)cc2)cc1,/,-19%,/,0%,8,/,1%,/,12%,-1%
O=C(CN(CCO)c1ccccc1)Nc1cccc(S(=O)(=O)N2CCCC2)c1,6%,3%,21%,-1%,5,-1%,-11%,-7%,?,-3%
Cc1cccc2cc3c(NC(=O)CC(C)C)nn(C)c3nc12,2%,?,0%,243%[activator],/,7%,-5%,0%,18%,-4%
COc1c(C)cc(Br)cc1C(=O)Nc1ccccc1N1CCN(C(=O)c2ccccc2)CC1,16%,-2%,-23%,-2%,-9,-6%,-2%,3%,-81%[inhibitor],5%
CCOc1ccccc1C(=O)N(Cc1ccco1)C1CCS(=O)(=O)C1 (centres undefined),7%,30%,9%[11.7 µM],-2%,10,-15%,-1%,1%,5%,2%
Cc1cc(C)n(-c2nnc(N3CCN(c4ccc(F)cc4)CC3)nn2)n1,3%,6%,-12%,5%,35,/,-2%,4%,9%,-3%
Cc1sc2nc3c(SC(C)C(=O)O)cc(C(=O)c4ccccc4O)cn3c(=O)c2c1C (centres undefined),0%,-4%,34%[activator],-1%,-27,?,3%[46.1 µM],6%,-2%,-4%
O=C(O)c1c(-c2ccccc2)nnc2ccccc12,15%,-9%,16%,5%,-6,?,12%,14%,?,-6%
CCNC(=S)NNC(=O)c1ccccc1OC(F)F,12%,-2%,/,3%,3,4%,/,-4%,6%[7.66 µM],-8%
CC(C)(C)c1ccc(C(=O)NCC2CCCN2S(=O)(=O)c2ccccc2)cc1 (centres undefined),/,7%,/,-1%,-8,/,-2%,1%,-18%,6%
Cc1nonc1OCCn1nnnc1N,3%,-5%,10%,3%,-2,-8%,/,2%,5%,-4%
O=C(CSc1nnc(CNC(=O)c2c(F)cccc2Cl)o1)NC1CCCC1,1%,2%,/,1%,-4,4%,-2%,-2%,15%,0%
Cc1cc(CNC(=O)Cc2ccccc2)c2ccccc2n1,5%,-2%,6%,-3%,-4,-8%,19%,-4%[9.22 µM],15%,0%
O=C(N[C@H]1C/C=C\C[C@@H](CC(=O)N(CCO)Cc2ccccc2)C(=O)N2CCC[C@@H]2COC1=O)OCC1c2ccccc2-c2ccccc21,/,-1%,/,-2%,4,/,8%,/,-29%,-2%
Clc1ccc(SCCn2cncn2)cc1,-3%,5%,-5%,0%,-4,-8%,12%,0%,-17%,2%
COC(=O)Cn1cc(C(=O)C(F)(F)F)c2ccccc21,0%,3%,19%,1%,-12,-5%,-4%,-2%,8%,-1%

An excerpt; rates above refer to the full screens.
